Screening results: PubChem BioAssay, Sanford-Burnham Center for Chemical Genomics
MIN6 prolif: induces beta-cell replication in MIN6 cells | MIN6 cells proliferation, ATPlite luminescence, 48 h; cells starved in 0.2% serum; 100% = growth in 10% serum | proliferation, % at 10 µM | hit rate 0.29% among 330,000;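 active = compounds whose signal lies at least 3.5 SD above the mean of all wells on their plate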;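 also: 0% = DMSO-treated cells in low-serum medium and 100% = 10% serum control; some compounds called inactive have numbers as strong as hits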
tim10-1 inh: inhibits growth of tim10-1 mutant yeast. S. cerevisiae tim10-1 ts strain growth, BacTiter-Glo, 24 h. inhibition, % at 20 µM. hit rate 2.2% among 330,000. AID 463190;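 active = inhibition of at least 40%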;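 also: mutant grown at 25 °C; 0% = DMSO wells with yeast and 100% = wells holding no yeast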
tim23-1 inh: growth inhibitors of tim23-1 mutant yeast; S. cerevisiae tim23-1 growth, BacTiter-Glo luminescence, 24 h; inhibition, % at 20 µM; hit rate 1.3% among 330,000;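 active = growth inhibition of the mutant yeast at or above 50%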;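 also: temperature-sensitive mutant grown at 25 °C; plate controls were DMSO-treated mutant yeast for no effect and medium wells lacking yeast for full effect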
TIM10 inh: TIM10 yeast growth inhibition; inhibition, % at 10 µM; S. cerevisiae TIM10 strain growth, BacTiter-Glo luminescence, 24 h; hit rate 1.4% among 330,000;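 active = inhibition of 40% or more at the single tested concentration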;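 also: wild-type TIM10 isogenic control strain grown at permissive 25 °C; 0% = DMSO yeast wells and 100% = minimal medium wells without yeast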
NLRP3 yeast inh: NALP3 inhibition in yeast | Yeast reconstituted NLRP3/ASC/caspase-1, beta-gal luminescence, 24 h | inhibition, % at 10 µM | hit rate 0.39% among 330,000;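 active = inhibition of 50% or more; inactive = inhibition below 50%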;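 also: plate controls were induced DMSO wells for no effect and uninduced yeast grown without galactose for full effect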
MPTP block: blocks calcium-induced mitochondrial swelling; isolated mouse mitochondria, Ca2+ swelling absorbance, 30 min; inhibition, % at 10 µM; hit rate 1.4% among 360,000; AID 602449;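 active = inhibition of 50% or more, scaled per plate between neutral and stimulator controls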;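 also: 0% = DMSO wells given calcium and 100% = 1 mM EGTA wells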
APJ antagonist: blocks the human apelin receptor APJ. P35414. inhibition, % at 20 µM. CHO-K1 APJ beta-arrestin complementation, luminescence. hit rate 0.32% among 330,000;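 active = inhibition above about 40% at 20 µM, limit read from the data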;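 also: cells challenged with 10 nM apelin-13 agonist together with compound; plate controls were apelin-13 plus DMSO wells for no effect and DMSO wells lacking apelin-13 for full effect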
Target sequence (P35414 whole entry, looked up): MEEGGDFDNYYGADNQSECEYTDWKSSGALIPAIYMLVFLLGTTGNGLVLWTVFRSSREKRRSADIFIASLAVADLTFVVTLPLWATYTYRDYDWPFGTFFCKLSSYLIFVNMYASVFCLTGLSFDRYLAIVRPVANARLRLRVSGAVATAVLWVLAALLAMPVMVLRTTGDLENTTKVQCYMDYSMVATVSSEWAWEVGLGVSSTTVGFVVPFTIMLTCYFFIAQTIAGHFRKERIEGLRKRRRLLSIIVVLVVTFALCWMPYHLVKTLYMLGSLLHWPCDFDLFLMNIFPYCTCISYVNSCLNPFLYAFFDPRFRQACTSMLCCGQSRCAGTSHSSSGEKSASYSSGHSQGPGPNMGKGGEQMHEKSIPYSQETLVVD
APJ agonist: APJ receptor agonism; P35414; CHO-K1 APJ PathHunter beta-arrestin, luminescence; 0% DMSO wells, 100% apelin; activation, % at 20 µM; hit rate 0.11% among 330,000;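 active = activation more than six SD over the plate average, tested at 20 µM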;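 also: 0% = DMSO alone and 100% = apelin-13 at 10 nM; some results filed as inactive read as strong as hits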
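Test system – PathHunter CHO-K1 APJ (AGTRL-1) beta-arrestin reporter cells · Input – 1000 cells/well · Compound – single test compound dose, 20 µM final, 1% DMSO · Times – compound stimulation 90 min at 25 °C, detection 60 min · Technique – beta-gal luminescence · Read-out basis – APJ–arrestin association signal · Control set – negative DMSO alone, positive Apelin-13 at 10 nM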
NR3A LBD binder: modulates the human NR3A ligand-binding domain; NR3A LBD differential scanning fluorimetry, Tm shift; 0% = protein alone, 100% = glycine-bound protein; Tm shift relative to glycine control, % at 25 µM; hit rate 2.5% among 340,000; AID 1259313;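 active = melting temperature shift of at least 10% of the positive control shift, at one fixed dose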
The depositor's hits bear a star; . = not tested or not shown.

mol,MIN6 prolif,tim10-1 inh,tim23-1 inh,TIM10 inh,NLRP3 yeast inh,MPTP block,APJ antagonist,APJ agonist,NR3A LBD binder
Cc1ccccc1N=C1SCC(=O)N1Cc1ccccc1,2,0,30,2,-4,1.0,13,-3,0
CSc1ncc(C(=O)Nc2ccccc2Cl)c(C)n1,-2,10,3,4,13,2.1,15,-1,1
CC(/C=C1\SC(=S)N(NC(=O)c2cccc(O)c2)C1=O)=C\c1ccccc1,-3,51*,42,11,9,12,1,-1,22*
CCOC(=O)N1CCN(C(=O)c2ccc(CS(=O)(=O)c3c(Cl)cccc3Cl)o2)CC1,0,-6,-1,3,12,-1.2,-6,7,0
O=C(c1ccccc1)N1CCN(C(=O)c2nn3c(C(F)(F)F)cc(-c4ccccc4)nc3c2Br)CC1,-4,3,14,8,6,1.3,1,-1,-1
COc1cccc(-n2nnc(S(=O)(=O)c3ccc(C)cc3)c2N)c1,-3,-28,3,-6,13,4.2,7,-2,1
NC(=O)c1nsc(C(=O)N(c2ccc(F)cc2)C(C(=O)NC2CCCC2)c2ccncc2)c1N (stereo unspecified),-3,-1,11,-11,9,1.0,2,-1,-2
CNC(=O)c1cc(C(=O)c2ccc(F)cc2C(F)(F)F)c[nH]1,-3,11,6,7,9,-1.0,5,-4,1
CC(=O)c1c(C)[nH]c(C(=O)Nc2cccc(S(=O)(=O)N(C)c3ccccc3)c2)c1C,0,9,5,21,-8,68*,-6,5,-2
CC(C)C(=O)NC(Nc1ccc(S(N)(=O)=O)cc1)C(Cl)(Cl)Cl (stereo unspecified),0,9,5,2,8,0.6,1,-1,-5
Cc1nc2ccc(C(=O)N3c4ccccc4CC3C)cc2s1 (stereo unspecified),-1,5,22,-7,-3,-3.6,-10,-2,0
CC1Sc2ccc(S(=O)(=O)N3CCC(C(=O)N(C)Cc4ccccc4)CC3)cc2NC1=O (stereo unspecified),2,13,11,5,1,0.3,14,1,-1
Cc1ccc(O)c(-c2cc(C(F)(F)C(F)F)nc(-c3ccccc3)n2)c1,-4,12,26,13,15,3.0,-6,-1,0
COc1ccccc1-c1nnc(NC(=O)c2ccc(S(=O)(=O)N(C)Cc3ccccc3)cc2)o1,-3,23,4,9,2,.,21,1,0
COc1ccc(CCNc2oc(Cc3cccc4ccccc34)nc2C#N)cc1OC,0,34,18,22,14,-9.6,1,-1,-3
C=CCC1(CC=C)CCCN1C(=O)CC1C(=O)NCCN1Cc1cc(OC)cc(OC)c1 (stereo unspecified),-3,8,16,13,2,-1.0,14,-2,0
CCCOc1ccccc1Nc1nnc(C)c(=O)[nH]1,0,6,-3,-8,-1,4.0,-11,-3,-1
CCN(CC)C(=O)Cn1cc(SCC(=O)NC)c2ccccc21,-3,4,19,-4,8,-0.6,6,-3,0
Cc1c(C(=O)N2CCOCC2)[nH]c2ccc(OCc3ccccc3)cc12,0,19,18,24,16,2.8,-12,-2,-1
CCCCCNC(=O)CN(c1ccc2c(c1)OCO2)S(C)(=O)=O,-3,11,-4,2,-6,0.3,-3,-4,-5
CN1CCN(c2ncnc3scc(-c4ccccc4Cl)c23)CC1,4,7,0,-11,9,0.4,8,2,0
COc1cccc(CC(=O)OCC(=O)NCC(=O)Nc2cccc(C)c2C)c1,1,2,-7,9,10,-0.9,17,-4,0
CC1(C)Cc2c(sc(NC(=O)/C=C/C(=O)O)c2C#N)CO1,-1,2,9,14,10,0.8,-1,-2,0
O=C(COC(=O)C1CC2C=CC1C2)Nc1ccc2c(c1)OC(F)(F)O2 (stereo unspecified),-3,25,32,29,-59,26,8,0,-5
O=C(COC(=O)c1cccc([N+](=O)[O-])c1)NCC1CCCO1 (stereo unspecified),-1,11,16,4,2,0.5,19,-3,0
CCOC(=O)c1ccc(NC(=O)NC2CC3CCC(C2)N3Cc2nnnn2Cc2ccco2)cc1 (stereo unspecified),-3,7,-3,11,21,-3.7,3,-3,-1
Cc1ccc(CN2C(=O)c3ccccc3NC2c2cc(Br)ccc2O)cc1 (stereo unspecified),-5,22,22,9,10,23,-23,1,22*
CCOC(=O)C1CCN(C(=O)c2cc3ccccc3oc2=O)CC1,-3,-4,0,-10,2,0.5,-13,-5,-1
CC1CN(c2nc3ccccc3nc2SCC(=O)Nc2cccc(C(F)(F)F)c2)CC(C)O1 (stereo unspecified),-8,-1,23,-1,0,5.2,-5,4,-6
COc1ccc(OC)c2[nH]c(=O)c(CCNS(=O)(=O)c3ccc(Cl)cc3)cc12,0,20,11,11,20,2.3,11,-1,-5
Clc1ccc2c(c1)C1=C(C(c3ccncc3)O2)C(c2ccc(Br)cc2)n2ncnc2N1 (stereo unspecified),-6,28,29,33,5,-1.0,-19,-2,0
CCN(CC)S(=O)(=O)c1ccc(/C=C/C(=O)Nc2cccc(F)c2)cc1,0,39,28,59*,8,40,13,1,7
CC(c1ccccc1)N1C(=O)c2ccc(C(=O)NCc3cccnc3)cc2C1=O (stereo unspecified),0,20,18,0,11,-0.4,1,6,0
CCC(C)(C)NC(=O)Cc1ccccc1OC,-1,14,1,1,12,2.9,0,-5,1
Cc1ccc(OCC(=O)NC(=S)Nc2ccc(Br)cn2)cc1C,-3,14,6,3,5,-1.4,4,0,1
CCN(Cc1ccccc1)S(=O)(=O)c1cc(C(=O)NC(C)C2CC3CCC2C3)ccc1OC (stereo unspecified),0,14,19,23,20,3.6,9,0,4
COc1ccc(CNc2nc3ccccc3n2C)c(O)c1,-3,8,4,0,1,-1.0,4,-5,-1
COc1cc(OC)cc(C(=O)NC(C(=O)Nc2ccc(N3CCOCC3)cc2)C(C)C)c1 (stereo unspecified),3,-7,5,0,4,0.2,6,-1,-1
Cc1cc(F)ccc1N1CCC(N2CCN(CCC(C)C)C(CCO)C2)CC1 (stereo unspecified),-4,-60,-218,15,22,9.0,-13,0,-11
Cc1c(O)nc(SCC(=O)Nc2ccc3c4c(cccc24)CC3)n(-c2ccccc2)c1=O,-2,14,21,27,18,0.1,-9,-3,2
CCOCN(C(=O)Cn1cnc2ccccc21)c1c(C)cccc1CC,-2,24,17,22,12,1.7,-10,-2,-1
COC(=O)c1cnn2c3c(c(C)nc12)CCCC3,0,21,10,11,-1,-0.8,23,-3,-4
O=C(CSc1nnc(Cc2ccccc2)o1)NC1CCCCC1,1,13,21,15,18,1.4,9,-4,1
CCN(c1ccccc1)S(=O)(=O)c1ccc(Cl)c(C(=O)NCC2CCCO2)c1 (stereo unspecified),1,-19,-5,-29,16,-1.0,-19,-3,-1
Cc1ccc(N2C(=O)Nc3ccccc3S2(=O)=O)cc1Cl,-2,18,37,19,11,-1.0,-2,-2,-10
COc1cccc(OCC(Cn2c(C)nc3ccccc32)OC(C)=O)c1 (stereo unspecified),-3,21,-4,16,-17,28,-7,-3,2
FC(F)(F)c1cnc2c(-c3ccccc3)n[nH]c2c1,2,26,14,-7,27,1.1,-12,-1,-2
O=C1c2cccc(O)c2C(=O)c2c(O)cccc21,-6,22,44,27,60*,.,-24,19,.
CNc1nnc(-c2ccncc2)s1,0,8,-6,8,-2,1.4,-10,-4,-1
CCCNC(=O)c1c(N)n(-c2cc(OC)cc(OC)c2)c2nc3ccccc3nc12,-4,32,16,30,10,3.3,15,-7,-7
O=C(CCc1nnc2n(Cc3ccc(F)cc3)c(=O)c3ccccc3n12)NCCCN1CCOCC1,-4,-8,15,7,21,-1.9,18,7,-3
Cc1ccc(C)c(NCCC#N)c1,4,6,3,-2,-5,-1.1,-9,-1,-3
OC1CCN(c2cc(-c3ccccc3)nc3cc(-c4ccc(F)cc4)nn23)CC1,-5,31,16,32,21,2.0,-15,3,-30
O=C(CSc1ccc([N+](=O)[O-])cn1)Nc1ccc2c(c1)OCO2,0,-7,5,0,27,0.9,-8,-1,-1
COCC(=O)N(Cc1cc2ccc(C)cc2[nH]c1=O)c1ccc(OC)cc1,0,15,2,8,15,-0.6,0,-3,-1
CCCc1cc(=O)[nH]c(SCC(=O)N(C)C2CCS(=O)(=O)C2)n1 (stereo unspecified),-2,10,-6,-11,15,-4.7,-26,-4,0
COc1ccc(NC2CCCN(C(=O)CCCn3cncn3)C2)cc1 (stereo unspecified),-3,7,16,2,13,1.0,-5,2,.
CC(C)N(C(=O)COC(=O)c1ccc(Cl)c(S(N)(=O)=O)c1)C(C)C,0,11,21,-7,11,0.0,-1,0,0
O=C(CCN1C(=O)/C(=C/c2ccc(F)cc2)SC1=S)NCCc1ccc(O)cc1,1,30,13,-8,18,6.6,-77,2,16*
COc1ccc(C(C(=O)NCc2ccccc2)N(Cc2ccco2)C(=O)c2snc(C(N)=O)c2N)cc1 (stereo unspecified),0,14,21,-3,-1,-0.3,15,2,1

(next part)
mol,MIN6 prolif,tim10-1 inh,tim23-1 inh,TIM10 inh,NLRP3 yeast inh,MPTP block,APJ antagonist,APJ agonist,NR3A LBD binder
CC(NC(=O)c1cccc(F)c1)C(c1cccs1)N1CCN(C)CC1 (stereo unspecified),-2,-5,-4,2,11,0.2,9,-4,0
COc1ccc(C(=O)Nc2ccc(N3CCN(C)CC3)cc2)cc1,-1,1,12,-2,6,0.3,2,-2,1
CCN(CC(=O)NCc1cccs1)C(=O)c1cccc(S(=O)(=O)N2CC(C)OC(C)C2)c1 (stereo unspecified),-4,-5,10,12,6,-0.9,5,1,2
CNC(=O)C(NC(=O)CNC(=O)c1ccc(Cl)cc1)C(C)(C)C (stereo unspecified),-3,-5,0,-8,-1,-1.1,-1,0,4
